# Bioassay records from PubChem BioAssay.
# D1 potentiator: Potentiators of Human D1 Dopamine Receptor: qHTS; D(1A) dopamine receptor (Homo sapiens), P21728; HEK293 TREx D1 cells, calcium flux, dopamine EC20 potentiation; potentiation, % at 10 µM; actives 0.036% (n = 360,000); in the data active = potentiation above about 30%; also: 0% is about no effect
# Target sequence (P21728 whole entry, looked up): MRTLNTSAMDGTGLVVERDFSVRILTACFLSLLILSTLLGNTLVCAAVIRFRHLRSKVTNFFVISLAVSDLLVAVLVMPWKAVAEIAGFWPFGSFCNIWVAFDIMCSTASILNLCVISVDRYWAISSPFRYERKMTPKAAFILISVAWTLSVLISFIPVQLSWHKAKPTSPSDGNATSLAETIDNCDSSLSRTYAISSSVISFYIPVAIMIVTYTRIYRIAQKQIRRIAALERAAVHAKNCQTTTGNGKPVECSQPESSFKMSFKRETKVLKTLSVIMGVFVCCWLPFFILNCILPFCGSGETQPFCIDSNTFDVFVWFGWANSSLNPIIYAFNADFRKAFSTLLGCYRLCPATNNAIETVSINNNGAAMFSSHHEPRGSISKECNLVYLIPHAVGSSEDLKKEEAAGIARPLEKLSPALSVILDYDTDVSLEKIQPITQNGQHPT
# D2 antag: HTS Assay for Allosteric Antagonists of the Human D2 Dopamine Receptor: Primary Screen for Antagonists. D(2) dopamine receptor (Homo sapiens), P14416. inhibition, % at 10 µM. AID 485344, 2010. HEK293 TREx D2 cells, calcium flux, dopamine EC80. actives 2% (n = 340,000); in the data active = inhibition above about 30%; also: 0% is about no effect
#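 Antagonism is scored as inhibition of an EC80 dopamine-evoked calcium signal in a force-coupled, tetracycline-inducible HEK293 T-REx D2 line, with compound present 180 s before agonist.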
# D2 potentiator: HTS Assay for Positive Allosteric Modulators of the Human D2 Dopamine Receptor: Primary Screen for Potentiators; actives 0.34% (n = 340,000); HEK293 T-REx D2, calcium flux, EC20 dopamine potentiation; potentiation, % at 10 µM; AID 485347, 2010; D(2) dopamine receptor (Homo sapiens), P14416;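 active = potentiation over 3 SD above the plate norm, cut at about 30% in these data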; also: 0% is about no effect
#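 Using a no-wash calcium dye in inducible, force-coupled HEK293 Trex cells expressing D2, we tracked fluorescence each second for 180 s after compound, then for 180 s after EC20 dopamine to detect augmented signalling.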
# TRHR PAM: qHTS for Small Molecule Agonists and Allosteric Enhancers of Human TRH Receptor: Primary Screen for Enhancers; Thyrotropin-releasing hormone receptor (Homo sapiens), P34981; enhancement, % at 2 µM; actives 0.66% (n = 360,000); TRHR cells, fluo-8 calcium fluorescence, EC20 TRH enhancement; AID 493056, 2011; in the data active = enhancement above about 30%; also: 0% is about no effect
# Target sequence (P34981 whole entry, looked up): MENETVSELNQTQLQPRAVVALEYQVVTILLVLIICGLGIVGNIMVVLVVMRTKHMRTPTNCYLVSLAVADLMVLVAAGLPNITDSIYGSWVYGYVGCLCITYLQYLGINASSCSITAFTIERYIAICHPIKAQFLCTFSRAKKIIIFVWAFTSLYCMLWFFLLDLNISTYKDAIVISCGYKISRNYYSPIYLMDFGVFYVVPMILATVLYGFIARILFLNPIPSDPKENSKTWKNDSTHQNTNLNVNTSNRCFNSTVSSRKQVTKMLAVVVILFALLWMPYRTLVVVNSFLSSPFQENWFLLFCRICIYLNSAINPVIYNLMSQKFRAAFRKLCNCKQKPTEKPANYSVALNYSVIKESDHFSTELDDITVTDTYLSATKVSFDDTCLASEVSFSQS
#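 TRHR-expressing cells loaded with fluo-8 calcium dye were read kinetically (ex 480/em 530) during compound addition, then stimulated with an EC20 of TRH (10 nM final). Enhancement of the Gq-mediated intracellular calcium response was scored.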
# RXFP1 antagonist: qHTS Assay for Antagonists of the Relaxin Receptor RXFP1; Relaxin receptor 1 (Homo sapiens), Q9HBX9; HEK293-RXFP1, relaxin-stimulated cAMP HTRF, 30 min; hits give low values; activity change, negative = inhibition, % at 57.5 µM; actives 0.59% (n = 350,000); AID 1259400, 2018;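 active = activity change of -60% or lower, but not beyond a set lower limit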; also: % is scaled to controls: 0 for no effect and ±100 for the full control effect
# D2 agonist: HTS Assay for Allosteric Agonists of the Human D2 Dopamine Receptor: Primary Screen for Agonists; HEK293 T-REx D2 cells, calcium flux agonist mode; activation, % at 2 µM; actives 0.53% (n = 340,000);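 active = activation over 3 SD above normal in the single-dose calcium agonist read, cut at about 30% in these data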; also: 0% is about no effect
#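 HEK293 Trex D2 cells, tetracycline-induced, o/n 30 C 5% CO2; no-wash Ca dye, RT 30–90 min; 10-cycle baseline, 23 nl cpd added, kinetic Ca read 180 s; agonist hits = positive Ca response.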
# RXFP1 ag: qHTS Assay for Agonists of the Relaxin Receptor RXFP1 | HEK293T-RXFP1 cAMP TR-FRET, 30 min; response scale: percent of porcine relaxin response, buffer zero | Potency, µM (titrated, usually from 57.5 µM), for inactives: top-dose activation, actives largely listed as activators | actives 0.3% (n = 370,000) | AID 2676, 2010; active = well fitted activation curve with a large enough effect; also: potency is read from the fitted curve at half-maximal effect; % is scaled to controls: 0 for no effect and ±100 for the full control effect; nearly all actives have a fitted effect of over 60% in size; many of its hits are not listed in these tables
#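 HEK293 cells stably expressing RXFP1, treated 30 min at 37C with compounds plus PDE4 inhibitor Ro 20174; cAMP measured by HTRF TR-FRET. Normalized to buffer and 29 nM porcine relaxin; EC50 by Hill fit.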
# D1 agonist: Allosteric Agonists of the Human D1 Dopamine Receptor: qHTS; D(1A) dopamine receptor (Homo sapiens), P21728; HEK293 T-REx D1 cells, calcium flux, agonist mode; activation, % at 2 µM; AID 504660, 2011; actives 1% (n = 360,000); in the data active = activation above about 30%; also: 0% is about no effect
#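 Tetracycline-induced HEK293 TREx D1 cells, force-coupled to calcium signalling, were dye-loaded with a no-wash calcium kit. Compound was pin-added after a 10 s baseline. Fluorescence was read kinetically at 1 cycle/s for 180 s, with calcium rises flagged as agonism.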
# D1 antagonist: Antagonist of Human D 1 Dopamine Receptor: qHTS. D(1A) dopamine receptor (Homo sapiens), P21728. HEK293 TREx D1 cells, calcium flux, dopamine EC80; hits give low values. activity change, negative = inhibition, % at 10 µM. actives 3.2% (n = 360,000). AID 504652, 2011; in the data active = activity change below about -30%; also: % is scaled to controls: 0 for no effect and ±100 for the full control effect
#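 After overnight tetracycline induction at 30 C, force-coupled D1 HEK293 cells took up a no-wash calcium dye at room temperature. Compounds were added and monitored 180 s, and the response to EC80 dopamine was then recorded.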
# An asterisk follows results filed as active; x = not tested or not shown; & = joins results of further samples.
No.	mol	D1 potentiator	D2 antag	D2 potentiator	TRHR PAM	RXFP1 antagonist
1	C/C(=N\OC(=O)c1ccc(F)cc1)c1nccs1	6	-2	-3	4	-9
2	COc1ccc(C(=O)C2CCCN(Cc3cccn3-c3ccccn3)C2)c(C)c1 (stereo not drawn)	-2	19	-2	-4	-15
3	CCc1ccc(CN(Cc2ccco2)C(=O)c2cc(-c3ccc(Cl)cc3)on2)cc1	0	x	-11	-1	x
4	CCc1ccc(NC(=O)CSc2nc(-c3ccccc3)no2)cc1	-4	x	1	0	-10
5	CC(=O)Nc1ccc(S(=O)(=O)n2nc(-c3ccc(C)cc3)nc2N)cc1	-5	3	-3	-5	-8
6	CCCOc1ccc(C(CC(=O)O)NC(=O)C23CC4CC(CC(C4)C2)C3)cc1 (stereo not drawn)	-4	-23	-3	7	-1
7	CCCCC(=O)NCCc1ccc(S(N)(=O)=O)cc1	4	2	17	1	-6
8	Cc1nc2ccc(S(=O)(=O)N(CC(=O)Nc3ccc(F)cc3)Cc3ccccc3)cc2s1	-5	x	x	0	-20

No.	D2 agonist	RXFP1 ag	D1 agonist	D1 antagonist
1	0.5	-0.9%	-1	-20
2	0.6	0.7%	34*	-34*
3	4.6	-1.5%	22	-2
4	0.2	-0.2%	9	-16
5	-0.2	0.4%	3	-10
6	-0.2	0.5%	2	12
7	1.5	0.8%	1	-13
8	-0.5	-0.4%	11	-26

# The list goes on:
No.	mol	D1 potentiator	D2 antag	D2 potentiator	TRHR PAM	RXFP1 antagonist
9	O=c1n(Cc2cccc(F)c2)c2ccccc2c2nc(-c3ccccc3)nn12	0	x	3	-1	19
10	C/C=C(\C)CN1CCN(c2ccccc2F)CC1	-10	65*	-11	-1	-3
11	COc1cccc(Nc2ncnc3sc(C)cc23)c1	-2	x	x	12	-5
12	CC(=C/c1ccccc1)/C=N/NC(=O)c1ccccn1	-4	6	-8	2	-33
13	COc1ccc(OC)c(NC(=O)c2cc3cccc(OC)c3oc2=O)c1	2	x	3	3	x
14	CC(CCc1ccccc1)NC(=O)Cc1cccs1 (stereo not drawn)	2	-2	-5	-3	-8
15	COc1ccc(-n2c(O)c(C=Nc3ccccc3)c3ccccc3c2=O)cc1OC	-7	18	6	-7	-4
16	COc1ccc(CCCc2nnc(SCC(=O)Nc3cccc(F)c3C)o2)cc1	-2	x	-9	-4	x

No.	D2 agonist	RXFP1 ag	D1 agonist	D1 antagonist
9	0.6	16%	0	-53*
10	38*	0.6%	1	-28
11	x	0.4%	3	1
12	-0.3	-1.0%	2	-11
13	1.3	0.8%	0	6
14	0.0	0.3%	2	-21
15	-1.6	2.3%	5	3
16	x	3.4%	6	5

# The results go on:
No.	mol	D1 potentiator	D2 antag	D2 potentiator	TRHR PAM	RXFP1 antagonist
17	O=[N+]([O-])c1cccc(-c2nnc3cccc(Cl)n23)c1	1	-5	1	5	8
18	Cc1cccc(N=Nc2c(O)[nH]c3ccc(Br)cc23)c1	-4	8	-3	2	1
19	Cc1n[nH]c(C)c1CCNCc1ccc(OCC(O)CN2CCCCC2)cc1 (stereo not drawn)	5	-22	2	3	-5
20	O=C(O)c1ccc(CNCc2cccc(OCc3ccc(F)cc3)c2)cc1	3	13	-1	2	-2
21	Cc1cccc(NC(=O)c2ccc(COc3ccc4ccccc4c3)o2)n1	-1	3	9	-11	-9
22	NC(=O)C1CCN(c2ncnc3c2c(-c2ccccc2)cn3-c2ccccc2)CC1	x	-15	-1	4	x
23	O=C(NC1CCCCC1)N1CCN(C2CCCCC2)CC1	2	12	0	9	13
24	C=CCC(CC(O)COCCC)C(=O)NNC(=S)Nc1ccccc1 (stereo not drawn)	-13	-12	4	3	-20

No.	D2 agonist	RXFP1 ag	D1 agonist	D1 antagonist
17	0.4	23%	1	-3
18	1.4	27%	7	-3
19	0.2	-3.1%	3	-3
20	-1.6	2.8%	1	0
21	0.4	-0.7%	2	5
22	-2.3	1.1%	2	-4
23	0.3	1.6%	2	2
24	1.3	-0.9%	3	-8

# (more compounds)
No.	mol	D1 potentiator	D2 antag	D2 potentiator	TRHR PAM	RXFP1 antagonist
25	O=C(C1CCN(S(=O)(=O)c2ccccc2)CC1)N1CCc2ccccc21	-2	28	-12	60*	-2
26	Cc1ccc(Cl)cc1-n1c(CCC(=O)O)ccc1-c1cccs1	-1	x	12	-10	-6
27	Cn1c2cc(C(=O)O)sc2c2cnn(Cc3ccccc3F)c(=O)c21	14	x	x	6	x
28	Cn1cc(/C=N/NC(=O)c2ccccc2O)c2ccccc21	-9	-12	-17	-2	9
29	C[C@@]12C(=O)N(CC3CCCO3)CC(=O)N1[C@H]1c3ccccc3OC[C@@H]1[C@@H]2c1ccccc1 (stereo partly drawn)	0	2	14	1	x
30	CC1=C(/C=C/C(C)=N\NC(=O)c2ccncc2)C(C)(C)CCC1	-3	0	-2	14	-10
31	CCOC(=O)c1nn(-c2ccc(OC)cc2)c(=O)c2c(N)scc12	3&-3	-3	-3	-2&4	21
32	O=c1cnnc(Nc2cccc(C(F)(F)F)c2)[nH]1	3	-11	-2	4	27

No.	D2 agonist	RXFP1 ag	D1 agonist	D1 antagonist
25	98*	3.2%	333*	8
26	0.2	4.1%	-1	-3
27	x	x	-1	7
28	0.4	-1.0%	1	-19
29	-1.2	-0.7%	-2	x
30	0.6	3.8%	4	-11
31	-0.3	-0.5%&0.7%	3&0	8&3
32	0.5	-1.2%	3	8

# Later entries:
No.	mol	D1 potentiator	D2 antag	D2 potentiator	TRHR PAM	RXFP1 antagonist
33	c1ccc(C(c2ccccc2)N2CCN(Cc3nc(-c4cnccn4)no3)CC2)cc1	4	-11	-4	5	-8
34	Nc1c(/C=C2/C=CC(=O)C(O)=C2)c(=O)nc2sc(CC(=O)N3CCCCC3)nn12	-8	9	6	-4	-6
35	CCCCOC(=O)CSc1nnc(N)s1	14	10	14	-1	7
36	Cc1ccc(C)c(S(=O)(=O)NCc2ccc(C(=O)N3CCN(c4ccccc4)CC3)cc2)c1	-2	11	-9	15	0
37	O=S(=O)(Nc1cccc(-c2nnco2)c1)c1ccc(Cl)cc1	-4	x	x	-6	-1
38	O=C(c1ccc(Cl)c(S(=O)(=O)N2CCOCC2)c1)N1CCN(Cc2ccccc2)CC1	-5	-13	2	-6	-1
39	CCOC(=O)C1CCN(C(=O)CN2C(=O)C(C(C)C)Oc3ccccc32)CC1 (stereo not drawn)	-3	10	x	-5	2
40	CN(Cc1ccccc1)C(=O)c1[nH]cnc1C(=O)Nc1ccc(Cl)cc1	-8	-1	-20	3	x

No.	D2 agonist	RXFP1 ag	D1 agonist	D1 antagonist
33	-0.4	2.6%	2	-16
34	-0.9	-4.8%	26	-26
35	-0.1	2.4%	4	21
36	0.6	-2.0%	5	-7
37	x	-0.8%	4	-10
38	3.8	0.7%	-1	-8
39	-3.0	-0.1%	1	-16
40	-0.7	0.1%	-2	x

# (cont.)
No.	mol	D1 potentiator	D2 antag	D2 potentiator	TRHR PAM	RXFP1 antagonist
41	CC(C)CC(=O)Nc1c2c(nn1-c1ccc(F)cc1)CSC2	-4	x	x	5	x
42	Cc1cc(O)c(C(=O)/C=C/c2c(F)c(F)c(F)c(F)c2F)c(=O)o1	-9	14	5	-12	4
43	CCc1ccc(C(=O)NNC(=O)Cn2c(=O)cnc3ccccc32)cc1	-4	-12	6	-3	6
44	COc1ccc(CNC(=O)C(=O)NCC2OCCN2S(=O)(=O)c2cccs2)cc1 (stereo not drawn)	-4	3	0	-5	0
45	COc1ccccc1N1CCN(C(=O)c2ccc3c(=O)n(Cc4ccco4)c(=S)[nH]c3c2)CC1	2	14	8	3	-9
46	Cc1cccc(OCC(=O)OC(C)C(=O)Nc2ccc(Cl)cn2)c1 (stereo not drawn)	0	-1	4	8	0
47	O=C(COc1ncnc2sccc12)Nc1cccc(S(=O)(=O)N2CCOCC2)c1	-2	-16	11	3	-1
48	Cc1ccc(CSc2nc3c(c(=O)[nH]2)CCC3)cc1	3	0	5	3	-10

No.	D2 agonist	RXFP1 ag	D1 agonist	D1 antagonist
41	x	0.5%	-2	3
42	-0.1	5.8%	2	3
43	0.0	4.2%	0	3
44	0.1	0.2%	0	8
45	-1.1	-2.9%	2	12
46	-0.8	1.1%	3	19
47	0.1	8.4%	2	13
48	2.1	-0.1%	1	0

# Part of the list above in order of count of non-hydrogen atoms, lowest first:
No.	mol	D1 potentiator	D2 antag	D2 potentiator	TRHR PAM	RXFP1 antagonist
48	Cc1ccc(CSc2nc3c(c(=O)[nH]2)CCC3)cc1	3	0	5	3	-10
43	CCc1ccc(C(=O)NNC(=O)Cn2c(=O)cnc3ccccc32)cc1	-4	-12	6	-3	6
44	COc1ccc(CNC(=O)C(=O)NCC2OCCN2S(=O)(=O)c2cccs2)cc1 (stereo not drawn)	-4	3	0	-5	0

No.	D2 agonist	RXFP1 ag	D1 agonist	D1 antagonist
48	2.1	-0.1%	1	0
43	0.0	4.2%	0	3
44	0.1	0.2%	0	8

# D1 agonist: what is marked active above
no.	mol	D1 potentiator	D2 antag	D2 potentiator	TRHR PAM	RXFP1 antagonist	D1 agonist	D1 antagonist
2	COc1ccc(C(=O)C2CCCN(Cc3cccn3-c3ccccn3)C2)c(C)c1 (stereo not drawn)	-2	19	-2	-4	-15	34*	-34*
25	O=C(C1CCN(S(=O)(=O)c2ccccc2)CC1)N1CCc2ccccc21	-2	28	-12	60*	-2	333*	8

# Additional entries follow:
No.	mol	D1 potentiator	D2 antag	D2 potentiator	TRHR PAM	RXFP1 antagonist
49	Cc1cc(C)c(NC(=O)COc2ccccc2C(=O)Nc2ccc3c(c2)oc2ccccc23)c(C)c1	16	-4	-4	7	-6
50	Cc1ccc(CN2CCN(Cc3ccon3)CC2CCO)cc1 (stereo not drawn)	-3	6	1	2	-1
51	NC(=O)c1ccsc1NC(=O)COC(=O)c1ccc(Cl)c(N)c1	-7	16	2	-3	-24
52	Cc1nnc(SCC(=O)Nc2sccc2C#N)s1	2	8	17	13	-7
53	Cc1ccc(-n2ncc(C(=O)NCc3cccs3)c2C2CCN(C(=O)OC(C)(C)C)CC2)cc1	-4	x	-4	-3	-27

No.	D2 agonist	RXFP1 ag	D1 agonist	D1 antagonist
49	1.5	5.8%	2	4
50	-1.1	-0.9%	1	15
51	0.7	4.8%	14	-3
52	0.0	-2.8%	3	4
53	-0.9	-0.4%	1	0

# Some of the compounds tested; the hit share may differ from the screen's.
